From PubChem
OX1R antagonist = OX1R (HCRTR1) antagonists, primary screen, fluorescence, CHO/OX1R cells, Fluo-8 calcium, orexin A | 0.43% of 330,000 active | inhibition, % at 5 µM | Fluo-8 calcium fluorescence | Orexin/Hypocretin receptor type 1 (Homo sapiens), O43613;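 active = inhibition above its plate's threshold, mean inhibition of all tested compounds on the plate plus 3 SD, cut at about 37% in these data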;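 note: 0% = orexin A challenge wells and 100% = SB-334867-A antagonist wells; not every result past the cut was called active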
Target sequence (O43613 whole entry, looked up): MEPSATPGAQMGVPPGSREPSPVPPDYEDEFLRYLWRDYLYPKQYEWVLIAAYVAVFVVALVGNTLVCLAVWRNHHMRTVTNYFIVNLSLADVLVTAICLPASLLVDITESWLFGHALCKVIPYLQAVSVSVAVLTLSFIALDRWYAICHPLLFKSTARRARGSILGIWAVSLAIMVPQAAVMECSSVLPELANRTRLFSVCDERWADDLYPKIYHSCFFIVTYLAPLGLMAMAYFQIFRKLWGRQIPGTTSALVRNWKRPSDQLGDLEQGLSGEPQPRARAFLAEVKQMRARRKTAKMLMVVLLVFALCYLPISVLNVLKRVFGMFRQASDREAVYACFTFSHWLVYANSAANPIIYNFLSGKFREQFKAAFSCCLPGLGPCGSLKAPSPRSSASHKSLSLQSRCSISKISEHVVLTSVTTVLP
CHT allo act = CHT positive allosteric modulators, primary screen, cell-based, membrane potential dye, choline EC20 | High affinity choline transporter 1 (Homo sapiens), Q9GZV3 | CHT-expressing cells; active compounds read high; LV-AA mutant CHT in HEK293 cells | B-score at 10 µM | 0.49% of 310,000 active;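 active = initial fluorescence not abnormally high and integrated response B-score, plate-corrected, over 3 SD above library mean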
Target sequence (Q9GZV3 whole entry, looked up): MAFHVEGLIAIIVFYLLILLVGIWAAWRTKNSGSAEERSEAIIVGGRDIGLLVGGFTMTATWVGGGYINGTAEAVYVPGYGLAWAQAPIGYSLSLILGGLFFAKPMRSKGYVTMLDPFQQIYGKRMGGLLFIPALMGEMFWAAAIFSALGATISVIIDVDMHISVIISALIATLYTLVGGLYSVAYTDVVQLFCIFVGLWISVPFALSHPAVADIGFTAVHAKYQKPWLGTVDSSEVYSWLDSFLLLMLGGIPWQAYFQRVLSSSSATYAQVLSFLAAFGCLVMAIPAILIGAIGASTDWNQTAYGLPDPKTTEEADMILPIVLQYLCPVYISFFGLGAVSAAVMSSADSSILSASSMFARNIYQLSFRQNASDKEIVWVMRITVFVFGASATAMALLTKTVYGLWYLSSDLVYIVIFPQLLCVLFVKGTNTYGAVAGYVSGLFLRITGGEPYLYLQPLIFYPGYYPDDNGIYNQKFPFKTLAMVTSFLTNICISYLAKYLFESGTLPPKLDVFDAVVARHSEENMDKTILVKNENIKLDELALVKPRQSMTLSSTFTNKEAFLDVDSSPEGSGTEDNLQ
* marks the source's active call; other numbers are inactive results; i = inactive; / = no result given. This is a random part of the collection; 0.8% or so of the library scored in one or more.

Values in the order – OX1R antagonist	CHT allo act
- Cc1oc2c(Cl)c(Cl)c(O)c(CN(C)C)c2c1C(=O)c1ccc(Cl)cc1
    /	i
- COc1ccc(-n2c(-c3ccco3)n[nH]c2=S)cc1
    -23	i
- Cc1ccc(Cn2c(=O)c3c(ncn3C)n(C)c2=O)cc1
    7	i
- CCOc1cc(N2CCOCC2)c(OCC)cc1NC(=O)c1ccc2ncsc2c1
    -2	/
- Cc1ccn(C(C)CC(=O)Nc2ccc(-c3ccno3)cc2)n1 (configuration not stated)
    -20	i
- CCOC(=O)CNC(=O)CSc1nnc(C)c(=O)[nH]1
    -1	i
- NC(=O)c1ccc[n+](CC(=O)c2cccc([N+](=O)[O-])c2)c1
    3	i
- COc1ccccc1NCC(=O)NNCC(=O)Nc1ccc(F)c(Cl)c1
    -11	i
- CC(C)NC(=O)c1ccc2c(c1)N(CC(=O)N1CCCCC1)C(=O)C(C)(C)O2
    -4	i
- O=C(Nc1ccccc1C(=O)N1CCCCC1)c1ccc(Cl)cc1Cl
    -7	i
- Cc1ccc2c(c1)N(CCCC(=O)NCCCN1CCCCC1)C(=O)CO2
    -15	i
- CC(C)CC(NC(N)=O)C(=O)NCc1ccccc1Cl (configuration not stated)
    -30	i
- CCc1nc(N=C(N)N)nc2ccccc12
    -5	i
- Cc1ccc(OCc2cc(C(=O)N3CCN(c4ccccc4)CC3)no2)cc1C
    -12	i
- Cc1ccccc1OCC(=O)NNC(=O)c1ccc2c(=O)n3c(nc2c1)CCC3
    -31	i
- CCn1c(CNC(=O)c2ccco2)nnc1SCC(=O)Nc1cc(F)ccc1C
    -23	i
- O=C(c1ccc(Sc2ccc(F)cc2)c([N+](=O)[O-])c1)N1CCOCC1
    -6	i
- CCN1CCN(c2cc(C)c3cc(NC(=S)NCCCOC)ccc3n2)CC1
    -22	i
- CC(=O)Nc1nnc(SCC(=O)NC(C)(C)C)s1
    -11	i
- CCN1C(=O)/C(=C/c2cccs2)S/C1=N\S(=O)(=O)c1ccc(C)cc1
    -18	i
- CCCOc1ccc(C(=O)NCCN2CCOCC2)cc1
    -4	i
- O=C(Cc1ccc(Br)cc1)N1CCN(c2ccc(F)cc2)CC1
    -17	i
- Cc1ccc(NC(=O)N2CCC(NC(=O)c3ccco3)CC2)cc1
    -16	i
- Cc1cc(NC(=O)CCC(=O)N(c2cccnc2)C(C(=O)NC2CCCC2)c2ccccc2F)no1 (configuration not stated)
    -25	i
- COc1cccc(CNC(=O)CCn2ccc3cc(S(=O)(=O)N4CCC(C)CC4)ccc32)c1
    -14	i
- Cc1ccc(-c2csc(NC(=O)CSc3nnc4c(n3)[nH]c3ccccc34)n2)cc1
    -1	i
- CC(C)(C)c1ccc(NNC(=O)C2CCC2)cc1
    -8	i
- C=CCn1c(NCCO)nc2c1c(=O)n(C)c(=O)n2C
    -20	i
- O=C(CC(=O)Nc1ccccc1)Nc1ccccc1
    -2	i
- CC(=O)Nc1ccc(S(=O)(=O)N2CCCCC2c2cccnc2)cc1 (configuration not stated)
    -10	i
- COc1ccc(CCNC(=O)C(=O)NCC2OCCN2S(=O)(=O)c2cc(F)ccc2F)cc1OC (configuration not stated)
    -30	i
- COc1ccc(OCC(=O)NCCNC(=O)c2cccnc2)cc1
    -4	i
- O=C(Cn1nnc2ccccc21)Nc1ccc([N+](=O)[O-])cc1
    -7	i
- CCOC(=O)C(C(=O)NCc1ccc(C)cc1)c1ncc(C(F)(F)F)cc1Cl (configuration not stated)
    -22	i
- CC(=O)c1ccccc1NCC(=O)Nc1ccc(C)cc1
    -18	i
- CCOc1ccc(NC(=O)CCCN2C(=O)C(c3ccccc3)Oc3cccnc32)cc1 (configuration not stated)
    -17	i
- CCOc1ccc(S(=O)(=O)NCCC(=O)OCC(=O)NC(=O)c2cccn2C)cc1
    -5	/
- CC(NS(=O)(=O)c1ccc(Br)s1)c1ccccc1 (configuration not stated)
    -19	i
- O=C(NCc1cccs1)c1cccc(S(=O)(=O)N2CCCCC2)c1
    -46	i
- COCc1[nH]nc2c1C(c1ccc(F)cc1F)C(C#N)=C(N)O2 (configuration not stated)
    -16	i
- O=C(CCC(=O)N1CCSc2ccccc21)NC1CCCCC1
    -17	i
- COc1cc2c(cc1OC)C(c1ccc(Br)cc1)CC(=O)N2 (configuration not stated)
    /	i
- COc1ccc(COC(=O)NC2CCN(S(=O)(=O)c3ccc(OC)cc3)CC2)cc1
    0	i
- O=[N+]([O-])c1ccc(CSc2nnc(-c3cccnc3)o2)cc1
    /	i
- Cc1c(Cl)c([N+](=O)[O-])nn1CC(=O)NC(C)c1ccccc1 (configuration not stated)
    2	i
- O=C(CCc1nc2ccccc2c(=O)[nH]1)Nc1nnc(SCc2ccc(Cl)cc2)s1
    -6	i
- COc1cccc(OC)c1C(=O)NC(=S)Nc1cc(-c2nc3ccccc3[nH]2)ccc1Cl
    20	i
- Cc1ccc(S(=O)(=O)N(CC(=O)NCc2ccncc2)Cc2ccc(F)cc2)cc1
    -19	i
- CC(C(=O)NC(=O)NCc1ccccc1)N1C(=O)c2ccccc2C1=O (configuration not stated)
    -18	i
- O=C(CCCCCn1nnc2ccccc2c1=O)Nc1ccccc1F
    -17	i

Entries of single compounds, quoted from the list. Order of values: OX1R antagonist | CHT allo act
`CCN1C(=O)/C(=C/c2cccs2)S/C1=N\S(=O)(=O)c1ccc(C)cc1` is entered as -18 | i
`C=CCn1c(NCCO)nc2c1c(=O)n(C)c(=O)n2C` is entered as -20 | i
`CCn1c(CNC(=O)c2ccco2)nnc1SCC(=O)Nc1cc(F)ccc1C` is entered as -23 | i
`COc1cccc(CNC(=O)CCn2ccc3cc(S(=O)(=O)N4CCC(C)CC4)ccc32)c1` is entered as -14 | i
`COc1ccccc1NCC(=O)NNCC(=O)Nc1ccc(F)c(Cl)c1` is entered as -11 | i

4 neighbouring records from above, for reference:
Values in the order – OX1R antagonist	CHT allo act
- Cc1ccc(-c2csc(NC(=O)CSc3nnc4c(n3)[nH]c3ccccc34)n2)cc1
    -1	i
- CC(C)(C)c1ccc(NNC(=O)C2CCC2)cc1
    -8	i
- C=CCn1c(NCCO)nc2c1c(=O)n(C)c(=O)n2C
    -20	i
- O=C(CC(=O)Nc1ccccc1)Nc1ccccc1
    -2	i

(more compounds)
compound	OX1R antagonist	CHT allo act
COc1ccc(OCC(=O)NCCCCCCNC(=O)COc2ccc(OC)cc2)cc1	-25	i
Cc1[nH]c(=O)nc(SCc2ccc(Cl)c(Cl)c2)c1C#N	1	i
Cc1ccsc1C(=O)NNC(=O)C1C2C=CC(C2)C1C(=O)O (configuration not stated)	0	i
Cc1ccc(C(=O)CN2C(=O)c3ccccc3S2(=O)=O)cc1	-14	i
O=c1c2ccccc2n2c(-c3ccc(C(F)(F)F)cc3)nnc2n1Cc1ccccc1	-12	i
COc1ccc2c3c(c(=O)oc2c1OCC(=O)C(C)(C)C)CCCC3	-33	i
CSc1cccc(NC(=O)c2nnn(CC(=O)Nc3cc(C)cc(C)c3)c2N)c1	9	i
CC(C)CCNC(=O)CCSCCC(=O)NCCC(C)C	-26	i
COc1cccc(NC(=S)Nc2ccc(O)cc2)c1	-16	i
CCN(CC)c1ccc2cc(C(C)=O)c(=O)oc2c1	8	i
COc1ccc(C2SCCN2S(=O)(=O)c2ccc(F)cc2)cc1OC (configuration not stated)	-9	i
CCCCCCCCNC(C)C(O)c1ccc(SC(C)C)cc1 (configuration not stated)	-6	i
C/C(=C\c1ccccc1)C(=O)NCCN1CCOCC1	-3	i
O=C1CC2(CCN(C(=O)c3cccc([N+](=O)[O-])c3)CC2)Oc2ccccc21	8	i
O=C(O)CCC(=O)c1ccc2ccc3cccc4ccc1c2c34	0	i
Cn1c(SCC(=O)N/N=C/c2ccncc2)nc2ccccc21	-14	i
Cc1ccc(NC(=O)C2=CC(c3ccc(C)cc3)=NS(=O)(=O)N2C)cc1	-15	i
Cn1c(=N)c(S(=O)(=O)c2ccc(F)cc2)cc2c(=O)n3ccccc3nc21	-20	i
COC(=O)Cn1c(=NC(=O)c2cccc(OC)c2)sc2cc(OC)ccc21	-12	i
O=C(CN1CCCC1)N1CCN(c2ccccc2)CC1	-19	i
NC(=O)c1ncc(C(F)(F)F)cc1Oc1ccc(C(F)(F)F)cc1	0	i
COc1cc2c(cc1NC(=O)/C=C/c1cc(OC)c(OC)c(OC)c1)oc1ccccc12	2	i
CC(=O)Nc1ccc(NC(=O)COC(=O)[C@@H](NC(=O)c2ccc(F)cc2)C(C)C)cc1	-14	i
O=C1COCCOCCOCC(=O)NCCN1	-24	i
CC(=O)NC(C)c1ccc(Cl)c(Cl)c1 (configuration not stated)	-29	i
COc1ccc(C(=O)CCN2CCc3cc(OC)c(OC)cc3C2)cc1	-26	i
CCOC(=O)Cn1nc(C)n(-c2ccccc2)c1=O	-8	i
CC(=O)N1CCN(c2ccc(NCc3ccc(Br)o3)cc2)CC1	-20	/
Cc1cc(OCC(=O)OCC(=O)N2c3ccccc3NC(=O)C2(C)C)ccc1Cl	26	/
COCCCNC(=O)c1cc2cc(Br)ccc2oc1=O	-10	i
OC[C@H]1O[C@H](OCCc2ccc(O)cc2)[C@H](O)[C@@H](O)[C@@H]1O	-9	/
O=C(N=Nc1c(O)[nH]c2ccccc12)c1ccco1	-10	i
Cc1ccc(C2=N/C(=C\N3CCCCC3)C(=O)O2)cc1	-11	i
COc1ccc(CCN2CC(O)=C(c3nc4ccccc4c(=O)[nH]3)C2=N)cc1OC	-7	i
CC(=O)c1ccc(NC2c3ncccc3C(=O)N2Cc2ccc(F)cc2)cc1 (configuration not stated)	-31	i
COc1ccc(OC)c(NC(=O)c2cnc3n(c2=O)CCS3)c1	-23	i
CN(c1ccc(OCC(=O)N2CCN(c3ccc(F)cc3)CC2)cc1)S(=O)(=O)c1cccs1	-8	i
O=C(CSc1ccc(-c2cccc([N+](=O)[O-])c2)nn1)NCc1ccccc1	-20	i
Cc1cc(NS(=O)(=O)c2ccc(NC(=O)/C=C/c3c(F)cccc3Cl)cc2)nc(C)n1	-24	i
CCOC(=O)Nc1ccc2c(CN3CCN(S(=O)(=O)c4ccc(C(C)C)cc4)CC3)cc(=O)oc2c1	-11	/
COc1ccc(NC(=O)Nc2cccc3c2O[C@@H](CN(C)S(=O)(=O)c2cn(C)cn2)[C@@H](C)CN([C@H](C)CO)C3=O)cc1	-3	/
COc1ccc(S(=O)(=O)N(C(=O)C(C)C)c2ccc3oc(=O)sc3c2)cc1	3	i
CCC1Oc2ccc(C)cc2N(CC(=O)NCCCN2CCCCC2C)C1=O (configuration not stated)	-11	i
Cc1ccc(NC(=O)c2nc[nH]c2C(=O)N(C)Cc2ccccc2)cc1	-9	/
Cc1ccc2nc(Cc3ccc(N)cc3)oc2c1	-27	i
CCOC(=O)CSc1nnc(Cc2cc(=O)[nH]c(=O)[nH]2)n1-c1cccc(OC)c1	3	i
O=C(c1cc(-c2ccc(Cl)cc2Cl)on1)N1CCOCC1	2	i
O=C(CCCOc1ccccc1)N1CCCc2ccccc21	-28	i
Cc1cc(C(=O)N2CCC(C(F)(F)F)n3nccc32)on1 (configuration not stated)	-10	i
COc1cc(/C=N/NC(=O)CC23CC4CC(CC(C4)C2)C3)cc(Br)c1OCC(=O)N(C)C	-9	i

More results
compound	OX1R antagonist	CHT allo act
Cc1ccc(S(=O)(=O)N(CC(=O)NCC2CCCO2)C2CCCCC2)cc1 (configuration not stated)	-16	i
COc1ccc(N2C(=O)C3CC=C(Cl)CC3C2=O)cc1 (configuration not stated)	-12	i
CC1(C)CC(=O)C(N=Nc2cccc(F)c2C#N)=C(O)C1	-18	i
NS(=O)(=O)c1cccc(NC(=O)c2ccc(S(=O)(=O)N3CCCCCC3)cc2)c1	-11	/
Cc1c(NC(=O)c2ccc3nsnc3c2)cccc1[N+](=O)[O-]	-2	i
Cc1ccc(S(=O)(=O)NC2=NCN(C)CN2)cc1[N+](=O)[O-]	-7	i
Brc1cccc(CNCCCN2CCOCC2)c1	-4	i
O=C(CSc1nc(-c2ccccc2)c(-c2ccccc2)o1)Nc1nnc(-c2ccccc2)s1	-9	i
COc1ccc(N2CCN(C(C)C(=O)N3CCc4ccccc43)CC2)cc1 (configuration not stated)	-47	i
Cn1c(CCN2CCOCC2)nc2cc(NC(=O)COc3ccccc3)ccc21	-9	i
Cc1cc([N+](=O)[O-])nn1CC(=O)NCc1ccco1	-3	i
CCC(C)NC(=O)c1cc(OC)c(OC)c(OC)c1 (configuration not stated)	7	i
Cc1ccc(C(=O)NC(=S)Nc2ccc(S(=O)(=O)N3CCN(C)CC3)cc2)cc1	-27	i
CCN(CC(=O)Nc1c(F)cccc1F)C(=O)c1ccc(C(F)(F)F)cc1	-20	i
O=c1c(Cl)c(NS(=O)(=O)c2ccccc2)cnn1-c1ccccc1	-13	i
CC1(C)C2CC=C(/C=N/NC(=S)Nc3cccnc3)C1C2 (configuration not stated)	-37	i
COC(=O)c1ccc(NC(=O)N2CCC(O)(c3cccnc3)CC2)cc1	-5	i
Cc1ccnc(NC(=O)CNC(=O)c2ccc(C)s2)c1	-22	i
O=C(c1ccccc1F)N(Cc1cccnc1)Cc1cc2cc3c(cc2[nH]c1=O)OCCO3	-31	i
